Screens (PubChem)
UGM FP inh: M. tuberculosis UGM enzyme inhibitors, primary screen, biochemical, fluorescence polarization, single point; UDP-galactopyranose mutase (Mycobacterium tuberculosis (strain ATCC 25618 / H37Rv)), …; purified UGM, fluorescence polarization probe displacement; inhibition, % at 10 µM; 0.06% of 320,000 active; AID 504406, 2011; in the data active means inhibition above about 10%, passing the limit was not always enough
GDH-TPI inh: GDH-TPI coupling enzyme inhibitors, primary screen, artefact control for M. tuberculosis FBA inhibitor project, biochemical, absorbance, full deck; 1.2% of 360,000 active; inhibition, % at 4.8 µM; GDH-TPI coupled enzyme counterscreen, NADH absorbance; AID 588335, 2011; in the data active means inhibition above about 30%;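 further: 0% = DMSO wells and 100% = wells lacking the enzyme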
BoNT-A LC inh2: BoNT/A light chain protease inhibitors, primary screen, biochemical, flow cytometry, MLPCN library; Botulinum neurotoxin type A light chain protease (Clostridium botulinum A str. ATCC 3502); multiplex microsphere protease substrate cleavage; inhibition, % at 10 µM; 0.17% of 360,000 active; AID 588499, 2011; further: plate controls were buffer without enzyme for full effect and enzyme alone for no effect
BioA inh: M. tuberculosis BioA enzyme inhibitors, primary screen, biochemical, plate reader, single point, HTS; purified M. tuberculosis BioA enzyme; 0.096% of 360,000 active; 7,8-diaminopelargonic acid synthase BioA (Mycobacterium tuberculosis); inhibition, % at 9.99 µM; in the data active means inhibition above about 40%
FadD28 FP inh: inhibitors of FadD28 bisubstrate probe binding, primary screen, biochemical, fluorescence polarization, single point; AID 588549, 2011; 0.22% of 360,000 active; inhibition, % at 12.5 µM; Mycobacterium tuberculosis FadD28 fatty-acid-AMP ligase; in the data active means inhibition above about 8.5%, passing the limit was not always enough
PfHsp40 yeast: rescue of yeast from PfHsp40 toxicity, primary screen, S. cerevisiae, ATP luminescence; S. cerevisiae expressing PfHsp40, growth rescue; 0.68% of 340,000 active; growth rescue, % at 12.5 µM; in the data active means growth rescue above about 28%, passing the limit was not always enough;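 further: yeast W303a lacking pdr1 and pdr3 grown in galactose medium; growth measured after three days at 30 °C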
Mtb FBA inh: Mtb FBA enzyme inhibitors, primary screen, biochemical, fluorescence, strain H37Rv. Fructose-bisphosphate aldolase (Mycobacterium tuberculosis (strain ATCC 25618 / H37Rv)), …. purified M. tuberculosis FBA, fluorescence read-out. inhibition, % at 1 µM. 2.3% of 360,000 active; in the data active means inhibition above about 27%;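 further: 0% = vehicle and 100% = reference inhibitor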
BoNT F protease: BoNT/F light chain protease inhibitors, primary screen, biochemical, flow cytometry, MLPCN library | Botulinum neurotoxin type F light chain protease (Clostridium botulinum) | Multiplex microsphere protease cleavage assay | inhibition, % at 10 µM | 0.22% of 360,000 active; in the data active means inhibition above about 35%, passing the limit was not always enough; further: plate controls were buffer without enzyme for full effect and enzyme alone for no effect
Anthrax LF prot: Bacillus anthracis LF protease inhibitors, primary screen, biochemical, multiplex microsphere, MLPCN library. Lethal factor (Bacillus anthracis), P15917. multiplex microsphere protease cleavage assay. inhibition, % at 10 µM. 0.12% of 360,000 active. AID 588501, 2011; further: plate controls were buffer without enzyme for full effect and enzyme alone for no effect
Target sequence (P15917 whole entry, looked up): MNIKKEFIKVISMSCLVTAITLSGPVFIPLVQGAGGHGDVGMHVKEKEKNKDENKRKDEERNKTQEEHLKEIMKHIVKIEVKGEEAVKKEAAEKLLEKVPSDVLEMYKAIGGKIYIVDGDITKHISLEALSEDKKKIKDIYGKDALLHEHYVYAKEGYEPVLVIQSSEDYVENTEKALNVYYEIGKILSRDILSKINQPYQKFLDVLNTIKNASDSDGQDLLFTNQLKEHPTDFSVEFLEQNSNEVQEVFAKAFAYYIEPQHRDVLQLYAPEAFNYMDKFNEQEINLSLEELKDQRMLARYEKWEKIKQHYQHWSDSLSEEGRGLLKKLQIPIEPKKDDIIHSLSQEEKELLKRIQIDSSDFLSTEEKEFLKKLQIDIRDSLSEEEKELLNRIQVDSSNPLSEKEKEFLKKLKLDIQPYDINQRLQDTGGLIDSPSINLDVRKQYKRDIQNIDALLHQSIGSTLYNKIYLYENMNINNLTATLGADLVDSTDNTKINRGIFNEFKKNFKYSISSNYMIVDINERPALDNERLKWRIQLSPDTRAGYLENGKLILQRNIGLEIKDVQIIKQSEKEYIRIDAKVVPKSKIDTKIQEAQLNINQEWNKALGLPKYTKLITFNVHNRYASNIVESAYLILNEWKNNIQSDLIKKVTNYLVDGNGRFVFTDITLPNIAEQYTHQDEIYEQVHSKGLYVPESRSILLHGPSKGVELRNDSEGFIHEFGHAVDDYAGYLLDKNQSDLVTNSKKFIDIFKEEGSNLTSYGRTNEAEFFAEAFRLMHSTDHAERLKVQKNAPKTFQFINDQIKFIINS
* marks the source's active call; other numbers are inactive results; . = not tested or not shown. Unless noted, no stated cut-off is given here; in the data, active means inhibition above about 30%; inconclusive means no clear call, values can overlap the other calls; inactive means below that.

item	compound	UGM FP inh	GDH-TPI inh	BoNT-A LC inh2	BioA inh	FadD28 FP inh
1	Cc1ccccc1/C=C\c1nc(O)c([N+](=O)[O-])c(=O)[nH]1	0.4	34.9*	-12.8	3.8	0.1
2	CCOC(=O)N1CCN(c2nc(-c3ccccc3)c3ccccc3n2)CC1	-0.2	3.8	11.0	-0.6	0.5
3	Cc1ccc(CNC(=O)c2ccc(Cl)cc2[N+](=O)[O-])cc1	-0.5	-0.3	-1.5	-1.6	-0.7
4	CCN(C(=O)CSc1nnc(-c2cccs2)o1)C1CCS(=O)(=O)C1 (configuration not stated)	0.4	8.5	0.3	.	0.1
5	Cc1cccc(C)c1NC(=O)C/C(N)=N/O	2.4	-1.9	4.3	0.8	-2.2
6	COC1C(O)C(C)OC(OC2CCC3(C=O)C(CCC4C3CCC3(C)C(C5=CC(=O)OC5)CCC43O)C2)C1O (configuration not stated)	.	1.0	0.0	-1.6	0.5
7	C/C(=N\NC(=O)c1nnn(-c2nonc2N)c1C)c1ccc(OCc2ccccc2)cc1	0.2	5.2	-1.4	-1.1	-0.8
8	CCN1CCC(C(=O)NC(c2ccc(F)cc2)c2ncccc2C)CC1 (configuration not stated)	.	-7.1	0.2	-0.2	-3.0
9	O=C1NC(=O)C(=Cc2ccc(SC3CCCCC3)o2)C(=O)N1	-1.3	3.3	-0.9	.	2.5
10	CCN1CCN(CCNC(=O)CCCn2nc(C)c3c(C)n(-c4ccc(C)cc4)nc3c2=O)CC1	-1.1	7.6	-0.2	11.4	0.3
11	CCc1cccc(C)c1NC(=O)CCNC(=O)c1cccc(C)c1	1.0	-3.7	0.7	-0.4	.
12	COc1cccc2sc3cc(NCc4ccc5c(c4)OCO5)ccc3c(=O)c12	0.3	39.4*	2.3	-0.8	-4.0

item	PfHsp40 yeast	Mtb FBA inh	BoNT F protease	Anthrax LF prot
1	-0.6	-0.9	-19.0	-6.0
2	.	2.5	17.8	4.4
3	-0.8	3.3	-3.4	-3.8
4	0.6	7.0	-3.8	11.7
5	0.4	1.5	5.4	0.6
6	-2.2	6.0	-3.0	-3.3
7	1.0	0.3	-5.4	0.8
8	.	-2.0	5.1	-1.3
9	-0.5	-1.6	-1.4	-0.3
10	0.0	2.4	-3.8	1.1
11	0.9	0.5	4.9	-1.8
12	3.3	53.4*	-1.6	0.8

Copied from the list:
BoNT-A LC inh2 with compound 8 → 0.2
GDH-TPI inh with compound 6 → 1.0

Additional entries
item	compound	UGM FP inh	GDH-TPI inh	BoNT-A LC inh2	BioA inh	FadD28 FP inh
13	COc1cc(/C=C/C(=O)OCC(=O)N2CCCCCC2)cc(OC)c1OC	.	13.4	-0.2	0.8	-1.2
14	O=C(c1cccc(S(=O)(=O)Nc2ccc(F)cc2)c1)N1CCCC1	-0.9	-1.8	.	0.2	-0.9
15	Cc1ccc(S(=O)(=O)N2Cc3ccccc3CC2C(N)=O)cc1 (configuration not stated)	.	-3.6	0.1	-0.5	-3.5
16	C/C(=N\O)c1ccccc1C(=O)O	2.0	-1.7	-0.3	1.2	-1.5
17	CCCNC(=O)Cn1c(=O)/c(=C/c2ccc(-c3cccc([N+](=O)[O-])c3)o2)s/c1=C\C(=O)C(C)(C)C	.	-4.7	9.7	2.2	-3.6
18	CCN(CC)CCC(c1cc(OC)c(OC)c(OC)c1)c1c(OC)cc(OC)c2ccc(=O)oc12 (configuration not stated)	1.7	11.9	-1.1	-0.9	-0.9
19	COc1ccc([C@H]2C[C@@H](O)[C@H](n3cc(-c4ccc(F)cc4)nn3)CN2CC2CCCCC2)cc1	.	9.3	0.2	-1.9	0.2
20	CCOC(=O)COc1ccc(S(=O)(=O)NC2CC2)cc1	-2.8	13.4	-0.1	-1.0	0.6
21	CCOc1ccccc1NC(=O)CSc1nc(N)c(C#N)cc1C#N	0.2	19.9	-0.2	-0.7	-1.5
22	CCOC(=O)c1cc2c(ccn2C)n1Cc1ccc(C#N)cc1	-3.0	9.8	-0.7	.	-0.1
23	CCNC(=S)NNC(=O)c1cc(Br)cs1	-2.9	17.3	0.2	.	-1.0
24	CCn1c(CNC(=O)c2cccc(C)c2)nnc1SCC(=O)Nc1cccc(OC)c1	-2.4	0.7	-0.1	1.9	-2.6

item	PfHsp40 yeast	Mtb FBA inh	BoNT F protease	Anthrax LF prot
13	.	11.2	-2.8	-2.5
14	0.3	0.2	.	.
15	.	-2.0	-0.1	-5.3
16	-0.7	2.4	7.3	3.0
17	-1.2	-1.8	8.3	8.2
18	0.1	5.9	-8.6	2.6
19	.	-0.4	-1.3	-6.5
20	0.0	-2.8	-3.3	-4.8
21	0.0	1.3	-2.4	-2.6
22	3.7	-2.2	-5.1	-7.1
23	-0.2	-1.9	0.7	0.4
24	0.4	-2.7	5.4	-2.2

Further records follow:
item	compound	UGM FP inh	GDH-TPI inh	BoNT-A LC inh2	BioA inh	FadD28 FP inh
25	CCCCCCC(=O)Oc1ccc(N2C(=O)CCC2=O)cc1	-1.5	-3.7	0.1	.	-1.2
26	O=c1c2ccccc2nc(-c2ccc(Cl)cc2Cl)n1-c1ccncc1	0.1	-15.2	3.5	12.9	-2.8
27	CSc1ccccc1NC(=O)CN(C)C(=O)c1ccc(NC(=O)c2cccs2)cc1	-0.2	2.1	-0.9	0.9	-1.6
28	CC(=O)c1ccc(NC(=O)c2ccc(CSc3ccccc3)o2)cc1	-0.9	9.3	0.1	.	1.8
29	C/C(Sc1nnc(Cc2ccccc2)o1)=C(\O)c1ccccc1	.	1.3	0.4	1.8	1.1
30	COc1ccc(Cn2cc(Cn3c4ccccc4c(=O)n3C(C)C)nn2)cc1	.	.	0.4	3.9	0.0
31	Cc1cc(C(C)(C)C)cc(C)c1COC(=O)c1cccnc1	-1.4	6.0	0.6	.	0.3
32	COc1ccc2c(CCNC(=O)/C=C/c3ccc(OC)c(OC)c3)c[nH]c2c1	0.4	9.3	0.5	0.0	.
33	Cc1cc(N2CCN(c3ccccc3)CC2)n2cc(-c3ccccc3)nc2n1	2.9	-0.3	-0.6	.	-5.2
34	O=C(Cc1ccc(-c2ccccc2)cc1)Nc1ccccn1	0.7	5.5	-0.5	-0.9	-3.6
35	COc1ccc(-n2c(SCC(=O)Nc3cc(C(=O)O)ccc3C)nc3ccccc3c2=O)cc1Cl	-0.8	-1.3	0.1	4.9	-5.2
36	CC(C)C(NC(=O)CN(c1ccc2c(c1)OCCO2)S(=O)(=O)c1ccccc1)C(C)C	3.6	26.9	.	-1.3	-1.5

item	PfHsp40 yeast	Mtb FBA inh	BoNT F protease	Anthrax LF prot
25	0.3	0.8	1.7	1.9
26	1.5	-1.0	3.6	-6.3
27	1.6	-1.6	-10.7	-10.3
28	-1.3	-2.7	-5.3	-1.4
29	-0.1	0.7	-2.7	-2.1
30	.	104.7*	-2.7	6.3
31	1.1	2.9	-6.1	0.4
32	2.8	2.5	-34.2	-7.8
33	4.2	9.3	0.4	-13.0
34	0.4	-2.4	-17.6	-1.1
35	1.7	-5.7	1.6	5.7
36	-0.6	8.3	.	.

Seven entries picked at random from the list so far, as already listed:
item	compound	UGM FP inh	GDH-TPI inh	BoNT-A LC inh2	BioA inh	FadD28 FP inh
31	Cc1cc(C(C)(C)C)cc(C)c1COC(=O)c1cccnc1	-1.4	6.0	0.6	.	0.3
33	Cc1cc(N2CCN(c3ccccc3)CC2)n2cc(-c3ccccc3)nc2n1	2.9	-0.3	-0.6	.	-5.2
26	O=c1c2ccccc2nc(-c2ccc(Cl)cc2Cl)n1-c1ccncc1	0.1	-15.2	3.5	12.9	-2.8
25	CCCCCCC(=O)Oc1ccc(N2C(=O)CCC2=O)cc1	-1.5	-3.7	0.1	.	-1.2
30	COc1ccc(Cn2cc(Cn3c4ccccc4c(=O)n3C(C)C)nn2)cc1	.	.	0.4	3.9	0.0
34	O=C(Cc1ccc(-c2ccccc2)cc1)Nc1ccccn1	0.7	5.5	-0.5	-0.9	-3.6
29	C/C(Sc1nnc(Cc2ccccc2)o1)=C(\O)c1ccccc1	.	1.3	0.4	1.8	1.1

item	PfHsp40 yeast	Mtb FBA inh	BoNT F protease	Anthrax LF prot
31	1.1	2.9	-6.1	0.4
33	4.2	9.3	0.4	-13.0
26	1.5	-1.0	3.6	-6.3
25	0.3	0.8	1.7	1.9
30	.	104.7*	-2.7	6.3
34	0.4	-2.4	-17.6	-1.1
29	-0.1	0.7	-2.7	-2.1

The listing picks up, starting 2 compounds before the break.
item	compound	UGM FP inh	GDH-TPI inh	BoNT-A LC inh2	BioA inh	FadD28 FP inh
35	COc1ccc(-n2c(SCC(=O)Nc3cc(C(=O)O)ccc3C)nc3ccccc3c2=O)cc1Cl	-0.8	-1.3	0.1	4.9	-5.2
36	CC(C)C(NC(=O)CN(c1ccc2c(c1)OCCO2)S(=O)(=O)c1ccccc1)C(C)C	3.6	26.9	.	-1.3	-1.5
37	O=C(CCc1nc2ccccc2s1)OCC(=O)c1ccccc1	-1.4	-8.9	0.5	.	-1.7
38	Cn1cc(Cl)c(C(=O)Nc2nccs2)n1	-2.4	0.7	-4.3	.	1.2
39	CCOC(=O)c1c(C)[nH]c(C(=O)CC(=O)OC)c1C	-1.5	2.6	-0.6	-1.4	-0.8
40	COc1cc(CCC(=O)Nc2sccc2C#N)cc(OC)c1OC	-1.2	3.0	3.5	0.2	0.6
41	CS(=O)(=O)c1ccc2nc(NC(=O)CN3C(=O)C4CC=CCC4C3=O)sc2c1 (configuration not stated)	0.5	-4.8	0.1	-0.6	-4.8
42	COCCNC(=O)c1cc(-c2ccc3c(c2)OCO3)on1	-0.9	3.8	-1.4	-1.2	-0.9
43	CC1(C)Cc2c(sc3nnn(Cc4ccccc4)c(=O)c23)CO1	4.4	4.7	-0.1	.	-2.4
44	COc1ccc(C2NC(=O)c3ccccc3N2)cc1 (configuration not stated)	1.9	-1.1	5.0	2.8	-0.6
45	CN(CC(=O)Nc1ccccc1C(F)(F)F)C(=O)COc1cccnc1[N+](=O)[O-]	1.9	5.7	0.1	.	-3.0
46	Nc1ncnc2c1ncn2[C@@H]1O[C@H](CNS(=O)(=O)c2ccc(-c3ccno3)s2)[C@@H](O)[C@H]1O	.	-16.7	0.0	9.2	-2.9
47	COC(=O)CCN1CCN(S(=O)(=O)c2cccc(Br)c2)CC1	-0.5	-6.1	-0.9	0.1	0.4
48	Cn1c(=O)c([N+](=O)[O-])c(-n2cnc3ccccc32)c2ccccc21	-0.4	3.8	.	2.6	-2.6
49	Brc1cccc(/C=N/Nc2nn[nH]n2)c1	-0.5	4.5	-0.7	.	0.3

item	PfHsp40 yeast	Mtb FBA inh	BoNT F protease	Anthrax LF prot
35	1.7	-5.7	1.6	5.7
36	-0.6	8.3	.	.
37	1.3	-1.1	-1.9	-2.3
38	-0.5	0.1	-10.2	8.7
39	0.6	-2.3	-3.5	-1.0
40	0.7	2.1	10.3	-6.8
41	-0.1	-0.7	0.9	-4.8
42	1.2	3.4	-18.8	-2.9
43	-0.1	2.7	-0.8	1.6
44	-1.1	67.0*	12.1	4.3
45	-0.3	-1.3	-3.4	1.8
46	0.0	1.3	-5.7	-3.4
47	1.0	-0.8	0.8	-6.1
48	-1.3	-0.1	.	.
49	-1.5	-0.9	-5.1	1.2
